# EPAC2 antagonist: EPAC2 (human) antagonism; Potency, µM (titrated, usually from 114 µM), for the others: top-dose activity, negative = inhibition, actives largely listed as inhibitors; Q8WZA2; 0.18% of 360,000 active; EPAC2 GEF exchange of Rap1B-BODIPY-GDP, fluorescence; AID 720708; further: potency means the concentration at half of the fitted maximal effect; on the % scale 0 is the no-effect control and ±100 the full control effect; nearly all actives have a fitted effect of over 45% in size; many of its hits are not listed in these tables
# Target sequence (Q8WZA2 whole entry, looked up): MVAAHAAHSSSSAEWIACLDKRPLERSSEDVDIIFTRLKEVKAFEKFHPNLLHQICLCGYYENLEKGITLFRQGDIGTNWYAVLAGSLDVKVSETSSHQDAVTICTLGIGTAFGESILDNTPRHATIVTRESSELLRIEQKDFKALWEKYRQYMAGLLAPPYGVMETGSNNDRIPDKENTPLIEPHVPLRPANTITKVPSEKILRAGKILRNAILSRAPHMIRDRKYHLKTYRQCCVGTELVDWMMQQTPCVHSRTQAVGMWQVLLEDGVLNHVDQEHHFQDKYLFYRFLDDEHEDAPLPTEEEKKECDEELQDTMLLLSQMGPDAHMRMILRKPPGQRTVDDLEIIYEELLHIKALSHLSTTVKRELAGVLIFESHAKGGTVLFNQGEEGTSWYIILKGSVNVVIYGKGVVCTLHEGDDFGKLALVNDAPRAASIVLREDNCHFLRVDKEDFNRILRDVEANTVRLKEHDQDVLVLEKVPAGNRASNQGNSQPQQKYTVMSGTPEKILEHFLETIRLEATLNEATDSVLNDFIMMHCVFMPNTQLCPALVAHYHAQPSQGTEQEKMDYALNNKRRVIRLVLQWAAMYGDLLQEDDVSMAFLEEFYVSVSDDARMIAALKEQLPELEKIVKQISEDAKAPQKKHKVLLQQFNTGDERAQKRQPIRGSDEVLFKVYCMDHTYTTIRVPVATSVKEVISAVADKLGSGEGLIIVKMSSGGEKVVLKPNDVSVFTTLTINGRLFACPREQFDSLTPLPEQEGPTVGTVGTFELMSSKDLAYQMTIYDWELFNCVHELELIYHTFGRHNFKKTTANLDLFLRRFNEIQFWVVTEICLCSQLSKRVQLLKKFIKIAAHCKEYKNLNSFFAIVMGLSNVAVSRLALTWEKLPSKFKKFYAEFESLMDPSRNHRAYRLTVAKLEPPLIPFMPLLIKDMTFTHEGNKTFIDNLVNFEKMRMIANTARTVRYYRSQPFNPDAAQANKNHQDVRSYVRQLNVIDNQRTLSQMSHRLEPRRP
# EPAC2 ag: EPAC2 (human) agonism; Q8WZA2; 0.079% of 360,000 active; Potency, µM (highest dose often 154 µM), without a hit: at the highest dose activation, usual class: activators; EPAC2 activation, biochemical qHTS; response scale: 100% = 6.5 mM cAMP response; further: potency means the concentration at half of the fitted maximal effect; nearly all actives have a fitted effect of over 50% in size
#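 Nucleotide exchange monitored as fluorescence drop when BODIPY-GDP leaves Rap1B. Reaction: 100 nM EPAC2, 250 nM RAP1B-BODIPY-GDP, 50 uM GDP, room temperature, kinetic read over 30 min. Activity expressed relative to 6.5 mM cAMP.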
# D3 ag: activates the human D3 dopamine receptor. P35462. D3R DiscoveRx beta-arrestin cells, luminescence, 90 min. max activation, %. 0.58% of 410,000 active; in the data active means max activation above about 30%; further: 0% is about no effect; mostly tested at two doses, the higher about 12 µM
#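 Agonist mode: compounds and dopamine controls were applied to plated cells for 90 min at 37 degrees C after an overnight attachment at 1500 cells/well. Luminescent read-out followed 30 - 60 minutes at room temperature with DiscoveRx detection reagent.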
# PTHR1 ag: agonists of human PTHR1 parathyroid hormone receptor; Q03431; HEK293 GP2 PTHR1 cells, GloSensor cAMP luminescence, 1 h; Potency, µM (series often up to 115 µM), inactives show top-dose activation, usual class: activators; 0.075% of 410,000 active; AID 743266; further: potency means the concentration at half of the fitted maximal effect; nearly all actives have a fitted effect of over 55% in size; some results filed as inactive show a strong effect at the top dose; inactives centre near -15; many of its hits are not listed in these tables
#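 HEK-293-derived GP2 cells expressing PTHR1 and a GloSensor cAMP reporter, 3,000/well, plated overnight, given luciferin plus IBMX (each 0.5 mM as added) for 1 h at 37 °C, then compound for 1 h at 37 °C. Luminescence was read after 15 min at room temperature.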
# CCT chaperon mod: modulators of cytosolic chaperonin (CCT/TRiC) activity; purified chaperonin ATPase assay, HTRF ADP detection, 30 min; activity change, % (no concentration beside the values), hits read low; 0.3% of 360,000 active; in the data active means activity change below about -30%; further: on the % scale 0 is the no-effect control and ±100 the full control effect
#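 Enzyme 40 or 20 nM (batch-dependent) in Tris pH 7.4/KCl/MgCl2/DTT; cpd 76 uM single point; ATP 10 uM; 30 min 37 °C; Transcreener ADP HTRF detection, 30 min RT; ratio 665/615.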
# DRD3 antagonist: blocks the human D3 dopamine receptor; AID 652054; max response, negative = inhibition, %; P35462; D3R cells, DiscoveRx beta-arrestin luminescence, antagonist mode; hits give low values; 2.5% of 360,000 active; in the data active means max response below about -50%; inconclusive means no clear call, values can overlap the other calls; further: on the % scale 0 is the no-effect control and ±100 the full control effect; mostly tested at two doses, the higher about 12 µM
#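 Cells expressing the human receptor were seeded at 1500 cells/well, incubated overnight at 37 degrees C in 5% CO2, then exposed to library compounds with dopamine controls for 90 minutes at 37 degrees C before luminescent detection.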
# Akt phos inh: inhibitors of Akt phosphorylation; Neuro2A IGF-stimulated pAkt S473 HTRF, 20 min; hits give low values; activity change, % for hits at 50 µM; 0.32% of 360,000 active; in the data active means activity change below about -80%; inconclusive means mostly about -51% to -80%; further: on the % scale 0 is the no-effect control and ±100 the full control effect
#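 Neuro2A cells in DMEM with 0.5% FBS, overnight at 37 deg C, given compound at single 50 µM final, then IGF (6 nM final) for 20 min at 37 deg C. Lysed; phospho-Akt Ser473 by HTRF after 24 h, 665/615 ratio.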
# Mm-Cpn inhibitor: blocks the Methanococcus maripaludis chaperonin Mm-Cpn | purified Mm-Cpn ATPase, ADP Transcreener TR-FRET | Potency, µM (top dose mostly 76.9 µM), for the others: top-dose activity, negative = inhibition, hits mostly inhibitors | 0.031% of 330,000 active | AID 504842; further: potency means the concentration at half of the fitted maximal effect; on the % scale 0 is the no-effect control and ±100 the full control effect; nearly all actives have a fitted effect of over 80% in size
#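 Quantitative HTS used 25 nM Mm-CPN and 10 uM ATP in magnesium/KCl Tris buffer, pH 7.4, with 1 mM DTT. Hydrolysis ran 30 min at 37°C; ADP was read by HTRF.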
# An asterisk follows results filed as active; i = inactive; ? = inconclusive; . = no result given; & = joins results of further samples; [ ] = another dose, or the depositor's remark. Unless noted, the call rests on the fitted dose curve; in most records, active means well fitted curve in the direction sought with a large enough effect; inconclusive means small, poorly fitted or top-dose-only effect, or another doubt; inactive means no such curve, though single readings can be large; an effect the other way counts as inactive or inconclusive. The list is partial. The share of hits here may be higher or lower than overall.
# Start of the data: the first 4 entries, ahead of the listing:
SMILES,EPAC2 antagonist,EPAC2 ag,D3 ag,PTHR1 ag,CCT chaperon mod,DRD3 antagonist,Akt phos inh,Mm-Cpn inhibitor
COc1ccc(S(=O)(=O)N2CCN(c3ccc(C)cc3C)CC2)cc1OC,-14%,12%,-4,-61%[inhibitor],-1.7,-11,i,-1%
CCCS(=O)(=O)N1CCN(Cc2ccc3c(c2)c2ccccc2n3CC)CC1,-2%,14%,-9,i,-2.0,-22,i,-8%
Cc1[nH]c(=O)[nH]c(=O)c1S(=O)(=O)N1CCCC(C(=O)N2CCC(Cc3ccccc3)CC2)C1 (centres undefined),0%,3%,0,-6%,0.0,9,i,1%
CC(C)=N/N=C1/NC(=O)C(c2ccccc2)S1 (centres undefined),3%,12%,-17,i,-1.4,?,i,.

# This part in full, repeating the preview:
SMILES,EPAC2 antagonist,EPAC2 ag,D3 ag,PTHR1 ag,CCT chaperon mod,DRD3 antagonist,Akt phos inh,Mm-Cpn inhibitor
COc1ccc(S(=O)(=O)N2CCN(c3ccc(C)cc3C)CC2)cc1OC,-14%,12%,-4,-61%[inhibitor],-1.7,-11,i,-1%
CCCS(=O)(=O)N1CCN(Cc2ccc3c(c2)c2ccccc2n3CC)CC1,-2%,14%,-9,i,-2.0,-22,i,-8%
Cc1[nH]c(=O)[nH]c(=O)c1S(=O)(=O)N1CCCC(C(=O)N2CCC(Cc3ccccc3)CC2)C1 (centres undefined),0%,3%,0,-6%,0.0,9,i,1%
CC(C)=N/N=C1/NC(=O)C(c2ccccc2)S1 (centres undefined),3%,12%,-17,i,-1.4,?,i,.
COC(=O)[C@@]12C[C@@H](CC(=O)N3CCN(C(=O)C4CC4)CC3)C(=O)N(CCc3ccc(OC)c(OC)c3)C1=CCC(C)(C)C2,1%,-6%,12,-16%,.,1,i,.
OC(COCC1COc2ccccc2O1)CN1CCN(c2ccccc2)CC1 (centres undefined),-1%,4%,33*,i,-1.5,-7,i,-3%
CCNC(=O)NC(=O)C(C)OC(=O)CNS(=O)(=O)c1c(Cl)cc(Br)cc1Cl (centres undefined),-4%,8%,-1,i,-2.5,-7,i,-14%
Cc1cccc2c1Sc1ccc(Cl)cc1CC2N1CCNCC1 (centres undefined),1%,2%,-17,-30%,-0.3,-53*,i,.
O=C(CN(Cc1ccccc1)S(=O)(=O)c1ccccc1)N1CCOCC1,7%,2%,-2,i,-1.4,13,.,0%
COC(=O)c1[nH]c2cccc(Cl)c2c1NC(=O)CN1CCCCC1C (centres undefined),3%,-4%,6,-8%[57.5 µM],1.5,10,i,0%
CC(O)(c1ccccc1)c1nc(-c2ccc(F)c(Cl)c2)cs1 (centres undefined),?,24%,-9,-13%,-1.6,-10,.,.
CC(Cc1ccccc1)NC(=O)/C=C/c1ccc([N+](=O)[O-])cc1 (centres undefined),11%,8%,-3,i,0.5,3,i,3%
O=[N+]([O-])c1ccc(OCCO)nc1,14%,19%,-8,-3%,-1.5,-20,i,-9%
O=C(NCC1CCCO1)C(=O)c1c[nH]c2ccccc12 (centres undefined),-3%,4%,0,3%,-1.7,-26,i,-1%
N#CCCN(C(=O)COC(=O)C1CCN(S(=O)(=O)c2cccs2)CC1)c1ccccc1,9%,-2%,-2,i,0.3,-10,i,-1%
COc1ccc2nc(NC(=O)c3cc(C)oc3C)sc2c1,6%,-4%,12,i,2.0,-3,i,-7%
CCOC(=O)C1CCCN(S(=O)(=O)c2ccc(Cl)nc2)C1 (centres undefined),13%,4%,2,i,-0.1,16,i,1%
COC(=O)c1cc(-c2ccc(Cl)cc2Cl)n[nH]1,-6%,-3%,-1,-38%[inhibitor],0.5,15,i,-5%
O=C(Nc1nc(-c2ccccc2)nc2ccccc12)c1ccc(F)cc1,4%,-6%,1,-18%,-13,3,i,-2%
COc1cc(NC(=O)CSc2nc3ccccc3c(=O)n2C)ccc1NC(=O)c1ccco1,3%,9%,21,-4%[57.5 µM],-1.0,7,.,1%
CSc1ccc(/C=N/N2CCN(c3ccccc3)CC2)cc1,-1%,-7%,0,i,-5.9,9,i,0%
CCO[C@@H]1OC(C(=O)NCc2nc3ccccc3[nH]2)=C[C@H](c2coc3ccccc3c2=O)[C@H]1CCCO,14%,0%,1,-18%,-1.0,-11,i,.
Oc1c(C(c2ccco2)N2CCN(C(c3ccccc3)c3ccccc3)CC2)sc2ncnn12 (centres undefined),-14%,5%,5,-6%,-0.2,24,i,0%
CCOC(=O)C1(Cc2ccccc2C)CCCN(C(=O)CN2CCCCC2=O)C1 (centres undefined),4%,7%,58*,-1%,-2.7,-21,i,0%
COc1ccccc1-c1cc(N)n(S(=O)(=O)c2cccc3nsnc23)n1,-8%,1%,-2,0%,2.2,-15,i,3%
# More entries
SMILES,EPAC2 antagonist,EPAC2 ag,D3 ag,PTHR1 ag,CCT chaperon mod,DRD3 antagonist,Akt phos inh,Mm-Cpn inhibitor
Cc1ccc(Nc2c(-c3ccco3)nc3nc(C)cc(C)n23)cc1,0%,-5%,1,i,0.9,-1,i,-1%
CCCCNC(=S)NNC(=O)c1csc(C)c1CC,17%,1%,-2,-24%,-2.3,6,i,3%
Cc1ccc(S(=O)(=O)N2CCOCC2)cc1C(=O)NC1=NCCS1,0%,4%,5,-13%,-0.2,4,i,2%
O=c1c(F)cn(C2CCCO2)c(=O)n1Cc1c(F)cccc1Cl (centres undefined),-4%,9%,-3,27%[57.5 µM],-0.1,-4,i,-1%
c1ccc(Cn2ccnc2C2OCCO2)cc1,-2%,-1%,1,-10%,-4.0,22,i,.
Cn1cc(CN2CCC(C(=O)NC(c3ccc(F)cc3)c3ccc4ccccc4n3)CC2)c2ccccc21 (centres undefined),14%,5%,-15,-15%,1.7,-58*,i,.
O=C(NC1CCOc2ccccc21)c1ccc(=O)[nH]c1 (centres undefined),?,4%,2,?,0.3,-3,i,0%
O=C(C1CC2C=CC1C2)N1CCN(c2ccccc2)CC1 (centres undefined),-3%,1%,-1,-20%,-1.2,-8,i,1%
CCN1CCN(CCC(=O)Nc2cc(C)ccc2C)CC1,4%,0%,-12,-37%[inhibitor],1.8,12,i,0%
COc1ccc(-c2cc(C(F)(F)F)nc(SCC(=O)NCCN3CCOCC3)n2)cc1OC,12%,-6%,1,i,1.6,5,i,-4%
COc1ccc2occ(NC(C)=O)c2c1,7%,-13%,5,-14%[57.5 µM],0.0,11,i,0%
CCOc1ccc(N(CC(=O)NCc2ccc(Cl)cc2)S(=O)(=O)c2c(C)noc2C)cc1,-2%,-10%,0&6,-47%[inhibitor],1.1,-2,.,0%
CC(C)(C)c1cc(-c2ccccc2)n[nH]1,-2%,12%,-4,-11%,-1.6,-3,i,2%
Cc1c(C(=O)c2ccc(F)cc2F)c2ccccn2c1CCC#N,-8%,-5%,-1,i,0.1,-6,i,-3%
COc1ccccc1N(C)S(=O)(=O)c1ccc(C(=O)NC(C)(C)C)cc1,-2%,5%,0,-2%[57.5 µM],1.7,9,i,2%
COc1cc(C(=O)NC2CCN(C)CC2)ccc1Nc1ncc2c(n1)N(Cc1ccccc1)CCC(=O)N2C,13%,11%,1,0%,-0.9,-9,i,.
CCOc1cccc(NC(=O)Cn2nc(-c3ccc4c(c3)OCCO4)ccc2=O)c1,-2%,-60%[inhibitor][15.6 µM],-5,i,2.2,-14,.,-11%
COc1cccc(NC(=O)Cn2cnc3c(oc4nc5c(cc43)CCCC5)c2=O)c1,-2%,0%,3,-41%[inhibitor],-0.7,14,i,-1%
O=C(CC[C@H]1O[C@@H](n2cnc3c(NC(=O)c4ccccc4)ncnc32)[C@H](O)[C@@H]1O)NCCCN1CCCC1=O,17%,3%,10,-20%,-1.1,22,i,.
O=C(COc1ccc(Br)cc1Br)NNC(=O)c1cccs1,-4%,2%,1,-18%,-3.3,7,i,-1%
CCOC(=O)CSc1nnc(NC(=O)c2cccc([N+](=O)[O-])c2)s1,-3%,-11%,4,-14%,1.3,-11,i,0%
CCCc1nc2ccccc2c(C(=O)OCC(=O)NCc2ccc3c(c2)OCO3)c1CC,-20%,10%,2,-35%[inhibitor],0.5,24,i,-2%
CC(C)CN(Cc1cc(=O)oc2cc3c(cc12)CCCC3)CC(C)C,-3%,7%,3,-41%[inhibitor],2.4,0,i,-1%
CCCCCCC(=O)Nc1nc(C)c(-c2csc(Nc3ccccc3OC)n2)s1,5%,2%,-1,11%,-1.8,23,i,-28%
CCCCN(C)CCCNC(=O)c1cc(-c2cccnc2)nc2ccccc12,1%,7%,-8&-13,-21%,0.8,-11,i,0%
# Next section:
SMILES,EPAC2 antagonist,EPAC2 ag,D3 ag,PTHR1 ag,CCT chaperon mod,DRD3 antagonist,Akt phos inh,Mm-Cpn inhibitor
COc1ccc(S(=O)(=O)N2CCCN(CC(=O)Nc3ccc(NC(C)=O)cc3)CC2)cc1,8%,10%,-1&-10,-1%,-1.7,2,i,2%
Cc1ccc(CCNC(=O)C2=CCN(S(=O)(=O)c3ccccc3)CC2)cc1,-4%,4%,6,-6%,0.1,-7,i,0%
COc1cc2c(cc1OC)CN(C(=O)/C=C/c1cc(OC)c(OC)c(OC)c1)CC2,-1%,-5%,-2,i,-1.3,-14,i,0%
COc1ccc(C2CCCCCN2Cc2nc3ccccc3c(=O)n2CC(N)=O)cc1 (centres undefined),-11%,-4%,0,i,-0.2,4,i,-1%
O=C(CCc1ccccn1)N1CCCC(CNS(=O)(=O)c2cccs2)C1 (centres undefined),-6%,-7%,-6,-22%,1.1,9,i,2%
Cc1cc(C)n(-c2ccc(C(=O)OC(C)C(=O)Nc3ccc(C(N)=O)cc3)cc2)n1 (centres undefined),12%,-12%,10,i,-2.3,11,i,0%
COC(=O)c1oc2nc(C)cc(C)c2c1N,-1%,2%,-1,-21%[57.5 µM],-2.6,3,i,-4%
O=C(COc1cc(F)ccc1[N+](=O)[O-])NCC1CCCO1 (centres undefined),3%,-4%,-1,-11%,1.3,12,i,0%
CC(C)(C)NC(=O)CC1C[C@H](C(=O)N2CCCCC2)[C@@]2(CCc3ccccc3)c3[nH]c4ccccc4c3CCN2C1=O (some centres undefined),1%,7%,-21,-15%,-0.8,0,i,-18%
CC(C)CCNC(=O)c1cc(-c2ccco2)nc2ccccc12,-3%,1%,2,-11%[57.5 µM],-1.5,22,i,-4%
CC(C)CCNC(=O)NC(=O)COC(=O)c1cc(S(=O)(=O)N2CCOCC2)ccc1N1CCCCC1,-9%,-6%,-1,i,-2.7,11,i,-19%

# Screening results: PubChem, National Center for Advancing Translational Sciences (NCATS)
